# T cell HTS = modulators of CD8 T cell-vesicle binding, primary screen, mouse 2C CD8+ T cells, flow cytometry; 2C CD8+ T cell-vesicle binding; active compounds read low; calls only at 7 µM; actives 0.068% (n = 330,000); AID 2052, 2009;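 active = response, share of CD8 T cells binding vesicles, and their 90th percentile fluorescence all below set limits, cut at about 80% in these data, passing the limit was not always enough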
#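 material = purified 2C TCR transgenic mouse naive CD8+ T cells | controls = Unloaded micro-vesicles (low), QL9 vesicles with 0.7% DMSO (high) | detection = cytometric PE anti-B7-1 and Alexa647 anti-CD8 signals after 1% paraformaldehyde fixation | incubation = binding step 1.5 h, 37 °C, antibody labelling 20 min, ice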
# M17LAP inhibition = P. falciparum M17LAP inhibitors, primary screen, biochemical, fluorogenic H-Leu-NHMec substrate, 1536-well (AID 1619). recombinant M17LAP, H-Leu-NHMec fluorogenic kinetic assay; higher % means a stronger effect. inhibition, % at 30 µM; hits with a dose series show IC50 in µM. actives 0.38% (n = 220,000);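 active = compound inhibiting the enzyme by more than half at any dose during confirmatory dose-response retesting; inconclusive = strong single-dose inhibitors picked by rank but not retested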;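 note: plate controls were full reaction with DMSO carrier for no effect and no enzyme background for full effect; strong numbers were not always called active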
# RSV antiviral HEp-2 = RSV antiviral activity via CPE protection, HEp-2 cells, primary 10 µM value included (AID 2391); HEp-2 cells, RSV-induced CPE inhibition; higher % means a stronger effect; CPE inhibition, % at 10 µM, or IC50 in µM where a hit was titrated; actives 0.13% (n = 310,000); in the data active = a potency from the dose series; inconclusive = CPE inhibition mostly from about 23% at the one dose, without a potency; inactive = the rest, 99 in 100 with CPE inhibition below about 21%; note: strong numbers were not always called active
# West Nile virus CPE = West Nile virus antiviral activity, cell-based, CPE readout (AID 1621) | actives 0.02% (n = 290,000) | one-dose CPE inhibition, % at 10 µM; IC50 in µM for titrated hits | West Nile virus-infected cells, CPE inhibition; higher % means a stronger effect; in the data active = a potency from the dose series; inconclusive = CPE inhibition mostly from about 3.7% at the one dose, without a potency; inactive = the rest, 99 in 100 with CPE inhibition below about 2.2%; note: strong numbers were not always called active
# TNAP activators = human TNAP enzyme activators, primary screen, biochemical, luminescent, no phosphate acceptor, uHTS (AID 1001) | Alkaline phosphatase, tissue-nonspecific isozyme (Homo sapiens) | purified TNAP, luminescent activation assay, no phosphate acceptor; higher activation fold means a stronger effect | activation fold at 20 µM, or EC50 in µM where a hit was titrated | actives 0.03% (n = 200,000); in the data active = activation fold from about 3, or a potency from the dose series; inactive = the rest, 99 in 100 with activation fold below about 1.6; note: many of its hits are not listed in these tables
# P. falciparum M1AAP = P. falciparum M1AAP inhibitors, biochemical, fluorogenic H-Leu-NHMec substrate, 1536-well (AID 1445); Aminopeptidase N (Plasmodium falciparum (isolate 3D7)); recombinant M1AAP, H-Leu-NHMec fluorogenic kinetic assay; higher % means a stronger effect; inhibition, % at 30 µM, or IC50 in µM where a hit was titrated; actives 0.42% (n = 220,000);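 active = primary inhibition above the hit cutoff, then over 50% inhibition at one or more dose response concentrations, cut at about 23% in these data, passing the limit was not always enough; inconclusive = conflicting primary data, or primary hits not chosen for dose response; inactive = low primary inhibition, or under 50% at every dose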;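 note: plate controls were DMSO full reaction for no effect and no enzyme background for full effect; strong numbers were not always called active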
# PMI inhibitors = inhibitors of human PMI, primary screen, biochemical, fluorescence intensity, coupled assay (AID 1209) | purified PMI enzyme, coupled fluorescence intensity; higher % means a stronger effect | inhibition, % at 20 µM, or IC50 in µM where a hit was titrated | actives 0.42% (n = 190,000);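 note: plate controls were DMSO vehicle for no effect and wells lacking substrate for full effect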
# K1F lysis inhibition = inhibition of K1F phage lysis, E. coli UTI89, bacterial capsule biogenesis inhibitors, alamar blue (AID 488966); actives 0.02% (n = 340,000); inhibition, % at 100 µM, or IC50 in µM where a hit was titrated; E. coli UTI89 K1F phage lysis, alamar blue, 2 h; higher % means a stronger effect;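 active = phage lysis inhibition, versus mean bacterial control, above a set limit; inconclusive = no clear call, values can overlap the other calls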;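 note: capsule biogenesis inhibitors block K1F phage lysis so surviving cells raise fluorescence; higher fluorescence means more inhibition of phage lysis; actives were called in the ten point dose series up to 300 µM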
# PMI inhibition = human PMI inhibitors, high substrate, primary screen, biochemical, fluorescence intensity, high mannose 6-phosphate (AID 1220) | Mannose-6-phosphate isomerase (Homo sapiens) | recombinant PMI enzyme, coupled fluorescence intensity; higher % means a stronger effect | inhibition, % at 20 µM, or IC50 in µM where a hit was titrated | actives 0.66% (n = 190,000)
# T cell HTS vesicle-bound % = also measured in T cell HTS; calls as there; double positive events, %; measured here: CD8+ vesicle-bound cell fraction;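 binding gate set so that unloaded-vesicle control wells show 10% double positive cells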
# Starred values were filed as active, the others as inactive; i = inactive; ? = inconclusive; . = no result given; [ ] = remark or other dose. Cut-off read from the data, not from the text of the source, unless noted: active = inhibition above about 50%; inactive = the rest.
SMILES,T cell HTS,T cell HTS vesicle-bound %,M17LAP inhibition,RSV antiviral HEp-2,West Nile virus CPE,TNAP activators,P. falciparum M1AAP,PMI inhibitors,K1F lysis inhibition,PMI inhibition
O=C(NCc1ccco1)C(=O)NCC1OCCN1S(=O)(=O)c1cc(F)ccc1F (stereo not drawn),i,38,1%,3.1%,0.1%,.,4%,.,1.2%[50 µM],.
CCN(CC(=O)Nc1c(F)cccc1F)C(=O)CSc1nc(C)cc(C)n1,i,14,.,1.7%,-0.3%,.,.,.,-0.1%,.
Cc1noc(C)c1S(=O)(=O)N1CCC(C(N)=O)CC1,i,12,.,2.0%,-0.3%,.,.,.,0.5%[50 µM],.
C[C@H]1CC[C@]2(O[C@H](CCO)C[C@H](O)[C@H]2O)O1,i,37,.,1.1%,0.1%,.,.,.,0.7%,.
O=C(COc1ccccc1Cl)NC(=S)Nc1cccc(NC(=O)c2ccccc2Cl)c1,i,36,-6%,0.6%,1.5%,1,15%,13%,3.2%,14%
O=C(Nc1cccc(NC(=O)C2CCCO2)c1)c1ccco1 (stereo not drawn),i,47,2%,-1.2%,0.8%,1,4%,6%,0.0%,14%
COc1cc(NC(=O)C2Cc3ccccc3CN2S(C)(=O)=O)cc(OC)c1 (stereo not drawn),i,39,.,1.5%,-0.6%,.,.,.,0.3%,.
COC(=O)c1cc(COc2ccc3c(c2)oc(=O)c2ccccc23)c(C)o1,i,30,-9%,3.0%,0.2%,1.1,8%,-1%,0.9%,-3%
CCO/N=C(/C)c1c(O)cc(C(C)(C)C)n(-c2ccccc2)c1=O,i,34,-6%,0.5%,-0.1%,1.1,1%,-7%,0.2%,4%
CCOc1ccc(N2C(=O)CC(Sc3nnnn3-c3ccccc3)C2=O)cc1 (stereo not drawn),.,.,-1%,.,0.2%,1.1,4%,-1%,-0.3%,-6%
COc1ccccc1OCC(=O)OCC(=O)Nc1ncc(Cl)cc1Cl,i,34,-1%,0.9%,0.2%,1,19%,-5%,1.0%,-5%
Cc1[nH]nc2c1C1(CCC3(CC1)OCCO3)C(C#N)=C(N)O2,i,4,9%,-1.0%,-0.6%,1.1,2%,4%,-0.1%,2%
c1coc(CSc2ncnc3c2oc2ccccc23)c1,i,34,11%,2.3%,1.1%,.,10%,.,0.9%,.
COc1ccc(OCC(=O)N/N=C/c2ccc(OC)c(OC)c2C(=O)O)cc1,i,4,-8%,2.1%,-0.5%,1.1,3%,0%,1.9%[50 µM],-5%
CCCCOC(=O)CNc1nnc(SCC(=O)OCC)[nH]c1=O,i,54,17%,1.2%,0.4%,1.2,10%,7%,-5.7%,6%
Cc1ccccc1N=C1NN=C(c2ccccc2F)CS1,i,38,6%,2.1%,-1.6%,1.2,3%,22%,0.1%,4%
O=C(c1cc2c(ccc3ccccc32)oc1=O)N1CCN(CCO)CC1,i,58,-166%,-1.4%,0.3%,1.1,18%,-12%,7.4%,8%
O=C(Cc1ccc(F)cc1)Nc1nccs1,i,61,.,1.3%,-1.2%,.,.,.,0.1%,.
COc1ccc(C(=O)NNC(=O)C(=O)Nc2cccc3ccccc23)cc1,i,13,.,0.7%,-0.3%,.,.,.,-0.1%,.
Cc1cc(=O)oc2c(CN3CCCC3)c(O)c(Cl)cc12,i,14,.,0.1%,-0.2%,.,.,.,-0.2%[50 µM],.
CCN(CC)S(=O)(=O)c1ccc(N=NC2=C(O)CC(C)(C)CC2=O)cc1,i,22,-3%,1.3%,-0.5%,0.9,9%,2%,0.8%[50 µM],4%
CCOC(=O)c1sc(=NC(=O)c2cccc(C)c2)n(C)c1C,i,19,15%,3.3%,0.3%,1,3%,8%,0.3%,3%
COCCSc1ccccc1C(=O)N1CCN(Cc2ccc3c(c2)OCO3)CC1,i,24,6%,1.3%,-0.5%,1.1,6%,10%,1.7%,2%
Cc1ccccc1C(=O)NC1CCN(C(=O)N(c2ccccc2)c2ccccc2)CC1,i,58,-9%,1.9%,-0.4%,0.9,2%,-7%,-0.2%,-4%
C=CCN(CC=C)c1ccc(N2C(=O)C3CCCCC3C2=O)cc1[N+](=O)[O-] (stereo not drawn),i,57,2%,9.9%,-1.1%,1,10%,19%,3.1%[50 µM],19%

# Arranged by molar mass (highest first): five of the compounds above
SMILES,T cell HTS,T cell HTS vesicle-bound %,M17LAP inhibition,RSV antiviral HEp-2,West Nile virus CPE,TNAP activators,P. falciparum M1AAP,PMI inhibitors,K1F lysis inhibition,PMI inhibition
O=C(COc1ccccc1Cl)NC(=S)Nc1cccc(NC(=O)c2ccccc2Cl)c1,i,36,-6%,0.6%,1.5%,1,15%,13%,3.2%,14%
COCCSc1ccccc1C(=O)N1CCN(Cc2ccc3c(c2)OCO3)CC1,i,24,6%,1.3%,-0.5%,1.1,6%,10%,1.7%,2%
COC(=O)c1cc(COc2ccc3c(c2)oc(=O)c2ccccc23)c(C)o1,i,30,-9%,3.0%,0.2%,1.1,8%,-1%,0.9%,-3%
Cc1cc(=O)oc2c(CN3CCCC3)c(O)c(Cl)cc12,i,14,.,0.1%,-0.2%,.,.,.,-0.2%[50 µM],.
Cc1noc(C)c1S(=O)(=O)N1CCC(C(N)=O)CC1,i,12,.,2.0%,-0.3%,.,.,.,0.5%[50 µM],.

# Taken from above.
# `CCOC(=O)c1sc(=NC(=O)c2cccc(C)c2)n(C)c1C` in RSV antiviral HEp-2 is listed with 3.3%
# `CCOc1ccc(N2C(=O)CC(Sc3nnnn3-c3ccccc3)C2=O)cc1` (stereo not drawn) in K1F lysis inhibition is listed with -0.3%

# (more compounds)
SMILES,T cell HTS,T cell HTS vesicle-bound %,M17LAP inhibition,RSV antiviral HEp-2,West Nile virus CPE,TNAP activators,P. falciparum M1AAP,PMI inhibitors,K1F lysis inhibition,PMI inhibition
CCn1cnc2c1c(=O)n(CC(=O)OC)c(=O)n2Cc1ccccc1,i,28,.,1.1%,-0.7%,.,.,.,0.1%,.
COc1ccc(/C=C2/C(=O)N(CC3CCCO3)C(=S)N2C)c(OC)c1 (stereo not drawn),i,19,6%,2.3%,-0.1%,1,9%,8%,5.6%,8%
CCOC(=O)CSc1nc(N)c(C#N)c(-c2cccs2)c1C#N,i,25,8%,0.5%,0.3%,1.1,11%,3%,1.5%,-8%
CCOC(=O)C(Cc1cc(C(C)=O)ccc1OCC)C(=O)OCC,i,40,13%,1.0%,0.3%,1.1,-4%,11%,0.4%,9%
CCc1nnc(NC(=O)c2sc3nc4cc(C)ccc4cc3c2N)s1,i,46,8%,4.2%,.,1,6%,10%,4.5%,-6%
Cc1onc(-c2c(Cl)cccc2Cl)c1NC(=O)NNc1ccccc1,i,28,4%,1.5%,-0.6%,.,5%,.,-0.2%,.
COC(=O)/C(=N/Nc1ccccc1Cl)Sc1nnc(C(O)c2ccccc2)n1-c1ccccc1 (stereo not drawn),i,59,5%,-0.1%,0.1%,1.3,3%,-6%,-0.1%,-10%
Cn1c(C(=O)OCC(=O)NCCc2ccccc2)cc2sccc21,.,.,-2%,0.7%,-0.6%,1.1,-3%,-1%,3.1%,15%
CSc1ccc(CN2CCN(S(=O)(=O)Cc3ccccc3)CC2)cc1,i,43,.,8.1%,-0.8%,.,.,.,-1.1%[50 µM],.
COc1ccc(OC)c(CCNC(=O)C2CCN(c3nnc(-n4cccc4)s3)CC2)c1,i,33,-3%,3.3%,-0.2%,1.1,16%,8%,-1.7%,10%
Nc1ncnc2nc(Sc3ccc(Cl)cc3)[nH]c12,i,49,-1%,1.0%,0.4%,0.9,3%,14%,-0.1%,5%
Cc1occc1C(=O)NCc1cccc(CNC(=O)c2ccoc2C)c1,i,23,17%,0.9%,-0.3%,1,?,-8%,0.9%,-14%
NS(=O)(=O)c1ccc(NC(=O)COC(=O)c2cc(Cl)ccc2[N+](=O)[O-])cc1,i,35,11%,0.5%,0.3%,.,0%,.,-0.1%[50 µM],.
CC(C)c1ccc(NC(=O)[C@@H](C)NC(=O)[C@@H]2Cc3ccccc3CN2)cc1,i,20,.,0.7%,0.2%,.,.,.,0.3%,.
O=C(/C=C/c1cccc(F)c1)Nc1ccc(S(=O)(=O)Nc2ncccn2)cc1,i,54,2%,0.2%,-0.5%,.,1%,.,-0.2%[50 µM],.
COc1ccccc1-n1cnnc1SCC(=O)N1CC(=O)Nc2ccccc21,i,6,8%,2.1%,0.1%,1,8%,5%,-0.5%,-4%
COc1ccc(-n2nnnc2SCC(=O)Nc2ccc(OC)cc2OC)cc1,i,52,.,0.3%,-0.7%,.,.,.,0.5%,.
CCCOc1ccccc1/C=C1\SC(N2CCCCC2)=NC1=O,i,45,.,54%,-1.4%,.,.,.,0.2%,.
Cc1cc(C)[n+](-c2ccc(C(C)C)cc2)c2[nH]c(=O)[nH]c(=O)c12,i,31,i,1.5%,0.9%,1.1,20%,-25%,1.2%[50 µM],-22%
Cc1c(CCO)sc[n+]1CC(=O)OCCC12CC3CC(CC(C3)C1)C2,i,47,0%,0.4%,1.4%,0.4,-3%,-7%,0.1%,-5%
COc1ccccc1-c1cc(C(F)(F)F)nc(N2CCCC2)n1,i,28,0%,5.9%,0.7%,1.1,-1%,6%,-0.1%,4%
O=C(COc1ccc(F)cc1)N(Cc1ccco1)C1CCS(=O)(=O)C1 (stereo not drawn),i,32,.,0.9%,-0.2%,.,.,.,0.7%,.
Nc1c(-c2ccc(F)cc2)cnn1C1CCS(=O)(=O)C1 (stereo not drawn),i,31,10%,0.8%,0.2%,1.1,6%,11%,-0.2%,5%
CCOc1ccc(C(=O)NCC(=O)N2CCC3CCCCC3C2)cc1OCC (stereo not drawn),i,34,.,1.3%,-0.3%,.,.,.,-1.2%,.
CCC(=O)N1CCN(c2ccccc2NC(=S)NC(=O)c2cccc([N+](=O)[O-])c2)CC1,i,58,3%,3.8%,-1.1%,1.1,6%,5%,-0.1%,12%
CC(NC(=O)Cn1cc(C(F)(F)F)cc(Cl)c1=O)c1ccccc1 (stereo not drawn),i,42,.,0.6%,-0.4%,.,.,.,0.0%,.
O=C(O)c1cc(-c2ccco2)[nH]n1,i,28,-4%,-0.6%,0.3%,0.5,5%,-42%,0.0%,-90%
COc1ccc(NC(=O)C2CCCN(S(=O)(=O)c3cccnc3)C2)c(OC)c1 (stereo not drawn),i,57,4%,0.2%,-0.5%,1.1,-1%,-4%,6.5%,2%
